# Screening data from PubChem.
# ATG4B inhibitor: inhibitors of human ATG4B cysteine protease. Q9Y4P1. ATG4B cleavage of LC3-PLA2, NBD-HPC fluorescence, 1 h. inhibition, % at 8.33 µM. hit rate 0.51% among 340,000. AID 504462; in the data active = inhibition above about 40%
# Target sequence (Q9Y4P1 whole entry, looked up): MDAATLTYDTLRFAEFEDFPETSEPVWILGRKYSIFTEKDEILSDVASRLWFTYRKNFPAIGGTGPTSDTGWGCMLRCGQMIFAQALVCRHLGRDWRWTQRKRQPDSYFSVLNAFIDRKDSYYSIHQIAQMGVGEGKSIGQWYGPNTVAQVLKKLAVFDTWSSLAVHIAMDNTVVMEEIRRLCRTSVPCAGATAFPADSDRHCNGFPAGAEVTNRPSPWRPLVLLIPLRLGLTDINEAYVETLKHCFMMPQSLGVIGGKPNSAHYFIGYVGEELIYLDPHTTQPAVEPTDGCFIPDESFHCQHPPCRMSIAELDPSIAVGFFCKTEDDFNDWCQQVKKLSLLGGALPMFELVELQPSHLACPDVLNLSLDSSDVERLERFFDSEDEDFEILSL
# hIAP act: increases human intestinal alkaline phosphatase activity; purified human IAP, CDP-Star luminescence, 30 min; stronger effect = higher value; 1 = vehicle-only enzyme, 0 = enzyme-free background; hit rate 0.16% among 330,000; activation factor at 10 µM;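 active = activation factor of the enzyme at least 2-fold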; note: the source names both 10 and 20 µM as test concentration; values of inactives mirror those of a sister screen read the other way
# Target sequence (P09923 whole entry, looked up): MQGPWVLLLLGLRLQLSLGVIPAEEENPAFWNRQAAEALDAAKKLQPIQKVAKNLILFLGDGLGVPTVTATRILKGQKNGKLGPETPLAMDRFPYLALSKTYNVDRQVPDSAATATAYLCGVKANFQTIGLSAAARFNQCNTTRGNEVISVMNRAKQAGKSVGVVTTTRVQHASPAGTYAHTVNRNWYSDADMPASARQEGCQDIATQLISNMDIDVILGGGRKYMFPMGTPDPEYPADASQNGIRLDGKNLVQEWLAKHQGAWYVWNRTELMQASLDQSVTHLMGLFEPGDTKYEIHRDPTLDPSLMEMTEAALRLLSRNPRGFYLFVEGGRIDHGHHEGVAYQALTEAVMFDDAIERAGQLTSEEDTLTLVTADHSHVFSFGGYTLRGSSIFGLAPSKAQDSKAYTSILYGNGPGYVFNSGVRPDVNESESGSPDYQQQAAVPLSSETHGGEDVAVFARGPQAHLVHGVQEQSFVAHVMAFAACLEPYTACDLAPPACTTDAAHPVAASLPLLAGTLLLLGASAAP
# PfGluPho inh: PfG6PD (Plasmodium falciparum) enzyme inhibition; PfGluPho enzyme, NADPH resazurin-diaphorase fluorescence; inhibition, % at 20 µM; hit rate 0.78% among 350,000; AID 504690;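 active = inhibition reaching at least a set limit at 20 µM in the primary screen, cut at about 59% in these data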;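 note: 0% = DMSO wells with substrate and 100% = DMSO wells lacking glucose-6-phosphate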
# mIAP act: increases mouse intestinal alkaline phosphatase activity; muIAP, CDP-Star luminescence, 30 min; stronger effect = higher value; 1 = vehicle-only enzyme signal, 0 = enzyme-free wells; activation factor at 10 µM; hit rate 0.24% among 330,000; AID 2805;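 active = activation factor of at least 2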; note: the source names both 10 and 20 µM as test concentration; values of inactives mirror those of a sister screen read the other way
#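 System: mouse IAP enzyme. Reagent: CDP-Star chemiluminescent phosphatase substrate. Benchmarks: DMSO wells, no-enzyme wells. Times: 30 min enzyme-substrate-compound incubation at room temperature. Detection: luminescence from enzymatic CDP-Star hydrolysis. Doses: test compounds delivered from DMSO solution.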
# hIAP block: blocks human intestinal alkaline phosphatase. P09923. purified IAP, CDP-Star luminescence, 30 min. inhibition, % at 10 µM. hit rate 0.12% among 330,000;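 active = inhibition reaching a set limit with compound at 10 µM in the primary screen, cut at about 35% in these data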;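 note: plate controls were DMSO wells with enzyme for no effect and no-enzyme buffer wells for full effect; values of inactives mirror those of a sister screen read the other way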
# HKDC1 inhibitor: inhibitors of human hexokinase HKDC1; Q2TB90; recombinant HKDC1, G6PDH/diaphorase resazurin coupled fluorescence; inhibition, % at 20 µM; hit rate 0.16% among 340,000;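 active = inhibition above about 35% when tested at 20 µM, limit read from the data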;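 note: plate controls were DMSO wells with enzyme for no effect and DMSO wells lacking enzyme for full effect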
#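 Test system: Recombinant HKDC1 (HK5) hexokinase enzyme, produced in-house | Input: HKDC1 at 5 µg/mL | Buffer or medium: Tris pH 8.0 buffer with MgCl2, Tween-20, BSA, BME | Schedule: 90 min reaction incubation at room temperature, dark | Technique: Resazurin-to-resorufin fluorescence via G6PDH and diaphorase coupling, 525/613 nm | Controls: DMSO wells with and without enzyme mix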
# mIAP block: blocks mouse intestinal alkaline phosphatase. hit rate 0.2% among 330,000. purified mouse IAP, CDP-Star luminescence, 30 min. inhibition, % at 10 µM;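 active = inhibition of at least 40% at 10 µM in the primary screen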;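 note: plate controls were DMSO with enzyme for no effect and no enzyme wells for full effect; values of inactives mirror those of a sister screen read the other way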
# A3A deaminase: inhibitors of human APOBEC3A DNA deaminase; P31941; recombinant A3A, FAM/TAMRA ssDNA deamination fluorescence; inhibition, % at 20 µM; hit rate 0.41% among 330,000; AID 493011;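 active = at least 40% inhibition at 20 µM here, with at most 30% in a related deaminase screen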;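 note: plate controls were A3A with DMSO for no effect and wells lacking A3A enzyme for full effect; some results filed as inactive read as strong as hits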
# Starred values were filed as active, the others as inactive; / = not tested or not shown.
SMILES,ATG4B inhibitor,hIAP act,PfGluPho inh,mIAP act,hIAP block,HKDC1 inhibitor,mIAP block,A3A deaminase
O=C(NCC(=O)N1CCCC(C(F)(F)F)C1)c1ccc(Br)o1 (stereo not given),-8,1,6,0.94,-2,-8,6,1
CC1CN(c2oc(-c3ccco3)nc2C#N)CC(C)O1 (stereo not given),-1,0.99,-1,1,1,-6,0,3
NC(=O)N/N=C/c1cn(-c2ccccc2)nc1-c1cccs1,-14,1.2,4,1.1,-17,0,-6,4
N#Cc1c(-c2ccco2)nc(SCC(=O)Nc2ccc(S(N)(=O)=O)cc2)[nH]c1=O,/,0.98,/,1.1,2,/,-8,4
CCc1nnc(NS(=O)(=O)c2ccc(N=Cc3c(C)[nH]n(-c4ccc(C)c(C)c4)c3=O)cc2)s1,19,1.3,-4,0.99,-29,-2,1,-5
CCOC(=O)c1[nH]c2cc(OC)c(OC)cc2c1NC(=O)CN1CCN(c2ccc(OC)cc2)C(C)C1 (stereo not given),/,0.77,/,1,23,/,-2,-2
Cc1cccc(C)c1NC(=O)N1CC=C(n2c(=O)[nH]c3ccccc32)CC1,3,1.2,-4,1.1,-15,1,-8,-14
CSCC[C@H](N)C(=O)N1CCC(C(=O)N[C@@H](Cc2c[nH]c3ccccc23)C(=O)O)CC1,2,1,-9,0.99,-4,0,1,-5
O=C(Cc1ccccc1)NNC1CC(=O)N(c2ccc(Oc3ccccc3)cc2)C1=O (stereo not given),-2,1,10,0.95,-4,-1,5,-2
C=CCn1c(O)c2ccc(C(=O)N=NC(=O)COc3ccc(OC)cc3)cc2c1O,-3,1.1,-2,0.92,-6,0,8,-1
O=C(N/N=C/c1cc([N+](=O)[O-])ccc1O)c1cccc(N2CCCC2=O)c1,-8,1.2,-18,0.82,-15,-28,18,-2
CC(C)NC(=O)CN1C(=O)C(C)(C)Oc2ccc(C(=O)NC3CCCCC3)cc21,-5,1,0,1,-2,-1,0,-2
C=CCNc1nc2ccccc2nc1NS(=O)(=O)c1cccs1,2,1.1,-10,0.95,-6,3,5,-2
CCOC(=O)c1cn(CC)c2ccc(S(=O)(=O)N3CCC(C)CC3)cc2c1=O,6,1.1,-3,1.1,-6,-9,-6,-1
CCn1c(SCC(=O)NCCc2ccc(F)cc2)nnc1-c1cccs1,-10,1.2,-3,1,-23,1,0,8
CC(=O)c1c(C)[nH]c(C(=O)Nc2ccc(Cl)cc2)c1C,-5,1.1,7,1.1,-8,3,-10,-4
Cc1ccc(S(=O)(=O)N(CC(O)CN2CCOCC2)c2cc(Cl)ccc2Cl)cc1 (stereo not given),-2,0.95,-4,1,5,-6,-2,0
O=C(CSc1nc2c(c(=O)n1-c1ccc(Cl)cc1)SCC2)NCc1ccco1,4,0.95,20,1,5,6,0,4
[2H]C(CCOS(N)(=O)=O)c1ccccc1 (stereo not given),-2,0.96,-19,1,4,3,-1,2
COc1ccc(N2C(=O)CN=C2Nc2cccc(C)c2C)cc1OC,-2,1.1,-19,1,-6,0,-3,2

# Entries shown so far that contain a thiophene ring, fused or not (3):
SMILES,ATG4B inhibitor,hIAP act,PfGluPho inh,mIAP act,hIAP block,HKDC1 inhibitor,mIAP block,A3A deaminase
NC(=O)N/N=C/c1cn(-c2ccccc2)nc1-c1cccs1,-14,1.2,4,1.1,-17,0,-6,4
C=CCNc1nc2ccccc2nc1NS(=O)(=O)c1cccs1,2,1.1,-10,0.95,-6,3,5,-2
CCn1c(SCC(=O)NCCc2ccc(F)cc2)nnc1-c1cccs1,-10,1.2,-3,1,-23,1,0,8

# The list goes on.
SMILES,ATG4B inhibitor,hIAP act,PfGluPho inh,mIAP act,hIAP block,HKDC1 inhibitor,mIAP block,A3A deaminase
COc1ccc(-n2c(C)cc(/C=C3/SC(=O)N(CC(=O)N4CCOCC4)C3=O)c2C)cc1,3,0.99,3,0.87,1,-7,13,2
Cc1cccc(Oc2ccccc2NS(=O)(=O)c2ccc(CCC(=O)O)cc2)c1,1,0.94,-18,1.1,6,2,-11,34
Cc1ccc(C)c(Oc2cc(NN3CCCCC3)c([N+](=O)[O-])cc2[N+](=O)[O-])c1,-6,0.88,-13,0.88,12,-4,12,5
Cc1ccc(NC(=S)N(CCN(C)C)Cc2cccs2)c(C)c1,-16,0.97,61*,1,3,-1,-3,-1
O=C(O)c1ccc(COc2ccc3ccccc3c2/C=C2/NC(=O)N(c3ccccc3)C2=O)cc1,3,1.1,-14,0.89,-9,4,11,-3
Cc1ccc(S(=O)(=O)Nc2nc(C)c(NC(=O)Nc3ccc(Cl)cc3Cl)s2)cc1,-4,0.92,-12,0.97,8,1,3,-1
CC(=O)NS(=O)(=O)c1ccc(NC(=O)c2cccc(OCc3c(C)noc3C)c2)cc1,3,1.1,9,1.1,-12,-4,-10,0
COC(=O)COc1ccc(S(=O)(=O)NCCC2=CCCCC2)cc1,-4,0.97,-7,1.1,3,-3,-11,4
O=C(COc1cc2oc(=O)c3c(c2cc1Cl)CCC3)NCC1CCC(C(=O)O)CC1 (stereo not given),-8,1.2,9,1,-18,4,-2,-1
CCN(CC)C1CCS(=O)(=O)C1 (stereo not given),5,1.1,-10,0.97,-12,-5,3,1
O=C(c1ccc(NC2=NC3CS(=O)(=O)CC3S2)cc1)N(CCO)Cc1ccccc1 (stereo not given),1,0.95,-3,1,5,-4,-2,-10
COc1cccc(CN2CCN(C3CCN(c4ccccc4C)CC3)CC2CCO)c1 (stereo not given),-6,1,4,0.99,-4,-12,1,1
COc1ccc(-c2nc(C)ncc2-c2ccc(Cl)cc2)c(O)c1,-18,1.1,10,1,-12,-2,-3,2
O=C(Nc1ccc(N2CCOCC2)c(Cl)c1)c1cc(F)c(F)cc1Cl,-1,0.85,36,1.1,15,-2,-7,1
Cc1ccc(NC(=O)c2ccc(F)cc2)cc1S(=O)(=O)N1CCCCCC1,-5,1,16,1.2,-2,-4,-23,4
COc1ccc(/C=C/C(=O)N2CCN(S(=O)(=O)c3ccccc3Br)CC2)cc1OC,-17,1.1,-10,0.97,-5,2,3,1
CCCOc1ccc(-c2c(C(=O)N/N=C(\C)c3cccnc3)nnn2-c2nonc2N)cc1,7,1,0,1,-2,-2,-1,-2
CS(=O)(=O)N(CC(=O)Nc1ccccc1C(=O)NCc1ccccc1)c1ccc2c(c1)OCCO2,-4,1,7,1,0,-3,-3,3
Cn1cnc([N+](=O)[O-])c1Nc1cccc(O)c1,-1,0.87,2,0.93,13,8,7,-3
Cc1cc(/C=N/n2cnnc2)c(C)n1-c1cc(Cl)ccc1Cl,-8,1,11,1.1,-3,-1,-6,-1
Cn1cnc(S(=O)(=O)N2CCN(c3ccccc3)CC2)c1,1,1.2,-24,0.99,-17,-1,1,-4
CC(=O)c1ccc(OCCCC(=O)Nc2ccc(C)c(S(=O)(=O)N3CCOCC3)c2)cc1,-1,1,2,0.96,-3,-3,4,3
O=C(COc1ccc(S(=O)(=O)N2CCOCC2)cc1)N1CCN(c2ccccc2)CC1,2,1.3,-7,1,-30,-1,-2,3
CCN(C(=O)CSc1nncn1-c1ccccc1)C1CCS(=O)(=O)C1 (stereo not given),-2,1,-5,1,-2,0,-2,1
O=C(NCCOc1ccc(F)cc1)c1ccccc1SCc1ccccc1,14,1.1,1,1,-10,-1,-3,1
Cc1ccsc1C(=O)NNC(=O)C1CCCCC1C(=O)O (stereo not given),-8,0.96,6,1.2,4,5,-16,-3
COc1ccccc1C(=O)NC(CCSC)C(=O)OCC(=O)N1CCCC1=O (stereo not given),1,1,9,1.1,0,-5,-5,0
CCc1ccc(CNC(=O)C2CCN(c3nnc(C)c4c(C)n(-c5ccc(C)cc5)nc34)CC2)cc1,5,1.1,17,1.4,-10,1,-37,0
C[C@H](NC(=O)N1CCn2c1nc1ccccc12)C(=O)NCc1ccc2c(c1)OCO2,-7,0.97,-7,1.1,3,-5,-6,-1
C=CCc1cccc(/C=C/c2cc(=O)c3ccccc3[nH]2)c1O,4,0.88,29,0.95,12,-3,5,-2
CC1=C(C(=O)OCc2ccccc2)C(c2ccc(C#N)cc2)NC(=O)N1CCCC(=O)O (stereo not given),-2,0.93,-7,0.91,7,3,9,1
COc1ccc(CCn2c(C)cc(C(=O)CCl)c2C)cc1OC,-1,1,-9,1,-1,9,-5,6
COc1ccc([C@H]2CC(=O)C=C(/C=C/c3ccc(C(F)(F)F)cc3)C2)cc1,-5,0.91,25,0.89,9,2,11,4
CC(C)(C)c1nnc(NS(=O)(=O)c2ccc([N+](=O)[O-])cc2)s1,2,1.2,42,0.97,-21,-5,3,-1
CCn1c(SCC(=O)Nc2ccccc2)nc2nc3c(cc2c1=O)COC(C)(C)C3,-12,0.97,6,0.98,3,-2,2,-2
Cc1cccc(-c2nc3c(c(SCC(=O)N4CCOCC4)n2)Cc2c(CO)cnc(C)c2O3)c1,-4,1,2,0.99,-4,4,1,0
O=C(O)CNS(=O)(=O)c1ccc(C2CCCCC2)cc1,5,0.94,-2,0.96,6,-11,4,-4
Cc1ccsc1/C=N/n1c(-c2ccco2)n[nH]c1=S,-6,0.92,31,0.99,8,2,1,0
CCn1c(C)nc2cc(C(N)=O)ccc21,-12,0.87,-1,0.9,13,4,10,-3
Cc1cccc2nc(CSc3ccccc3C(=O)O)cn12,-9,0.91,-5,0.93,9,-3,8,-1

# The closing 2 entries of the part before lead into the next.
SMILES,ATG4B inhibitor,hIAP act,PfGluPho inh,mIAP act,hIAP block,HKDC1 inhibitor,mIAP block,A3A deaminase
CCn1c(C)nc2cc(C(N)=O)ccc21,-12,0.87,-1,0.9,13,4,10,-3
Cc1cccc2nc(CSc3ccccc3C(=O)O)cn12,-9,0.91,-5,0.93,9,-3,8,-1
Cc1ccc2c(c1)c1c(n2CCc2ccc(C)nc2)CCN(C)C1,-1,0.91,9,1,9,-4,-4,1
CCCCCC(=O)N1CCN(CCN=CC2=C(O)CC(c3ccco3)CC2=O)CC1 (stereo not given),-11,0.88,-2,1,12,0,-2,3
Cc1ccc(Cl)cc1N1CCN(Cc2cc(=O)n3ccsc3n2)CC1,-4,1,-4,1.1,-4,0,-7,-1
O=C1NC(NS(=O)(=O)c2ccccc2)(C(F)(F)F)C(=O)N1Cc1cccnc1 (stereo not given),6,1.2,5,1.1,-15,-3,-9,7
Cc1ccc(C(c2nnnn2C(C)(C)C)N(Cc2ccco2)Cc2cccs2)cc1 (stereo not given),-6,0.99,22,1,1,2,-4,1
CC(=O)N/N=C(\C)c1ccc(Br)cc1Br,-3,0.88,-5,0.95,12,-9,5,0
Cc1ccc(C)c(N(CC(=O)NCc2ccco2)C(=O)CNS(=O)(=O)c2ccc(F)cc2)c1,-6,1,-8,1,-3,-6,-1,1
Cc1cccc(NC(=O)CSCC(=O)N2CCCc3ccccc32)c1,2,0.95,-8,1.1,5,1,-5,2
Cc1ccc(C(=O)NCCC(=O)NCc2cc(=O)n(C)c(=O)n2C)cc1,-3,1.2,-10,1,-18,-7,0,-1
N#CC1=C(N)Oc2n[nH]c(-c3cccs3)c2C1c1ccco1 (stereo not given),-1,1,4,0.87,-2,-4,13,-3
Cc1cccc2nc(CSc3nncn3-c3ccccc3)cn12,-4,0.94,-6,0.96,6,-9,4,-5
O=c1cc(O)c2c(=O)n(-c3ccccc3)c3ccccc3c2o1,-4,0.97,-4,0.86,3,2,14,9
CCOc1cc(C(=O)OCc2ccc(OC)cc2)ccc1OCC(=O)N1CCOCC1,-2,0.91,-19,1,10,-4,0,-2
OCc1nnc2c3ccccc3c(-c3ccccc3)nn12,1,0.99,-7,1,1,-9,-1,-7
Cc1cc(NC(=O)COC(=O)Cn2c(C)csc2=O)ccc1Br,-4,1.4,2,0.99,-36,-1,1,7
